PI5P4Ka inh = qHTS for Inhibitors of phosphatidylinositol 5-phosphate 4-kinase (PI5P4K); actives 1.2% (n = 330,000); PI5P4Kalpha enzyme, ADP-Glo luminescence, 60 min; stronger effect = lower value; Phosphatidylinositol 5-phosphate 4-kinase type-2 alpha (Homo sapiens), P48426; max response, %; active = max response of -50% or lower; inconclusive = between -30% and -50%; inactive = -30% or higher; also: value at the top dose of about 77 µM; % is scaled to controls: 0 for no effect and ±100 for the full control effect
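Enzyme plus substrate dispensed, test compounds pinned in, then ATP (5 microM final) added. After 60 min at RT, ADP-Glo reagent 1 for 45 min and reagent 2 for 30 min preceded luminescence imaging.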
D3 antag = qHTS of D3 Dopamine Receptor Antagonist: qHTS. D3R cells, DiscoveRx beta-arrestin luminescence, antagonist mode; stronger effect = lower value. AID 652054, 2013. actives 2.5% (n = 360,000). max response, negative = inhibition, %. D(3) dopamine receptor (Homo sapiens), P35462; in the data active = max response below about -50%; inconclusive = no clear call, values can overlap the other calls; also: % is scaled to controls: 0 for no effect and ±100 for the full control effect; mostly tested at two doses, the higher about 12 µM
Target sequence (P35462 whole entry, looked up): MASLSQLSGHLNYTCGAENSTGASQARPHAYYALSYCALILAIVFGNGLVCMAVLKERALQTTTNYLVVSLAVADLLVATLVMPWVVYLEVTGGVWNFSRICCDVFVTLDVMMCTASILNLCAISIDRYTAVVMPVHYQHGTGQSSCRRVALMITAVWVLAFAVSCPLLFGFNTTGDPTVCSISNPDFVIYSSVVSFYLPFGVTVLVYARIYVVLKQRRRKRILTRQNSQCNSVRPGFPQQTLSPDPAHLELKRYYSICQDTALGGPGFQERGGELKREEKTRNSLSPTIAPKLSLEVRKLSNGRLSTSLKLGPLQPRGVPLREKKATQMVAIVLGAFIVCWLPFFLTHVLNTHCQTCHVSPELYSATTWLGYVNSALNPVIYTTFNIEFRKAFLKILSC
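Cells expressing the human receptor were seeded at 1500 cells/well, incubated overnight at 37 degrees C in 5% CO2, then exposed to library compounds with dopamine controls for 90 minutes at 37 degrees C before luminescent detection.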
HEK293 tox = qHTS of GLP-1 Receptor Inverse Agonists: Cytotox Screen | HEK293 cAMP-luciferase reporter cells, luminescence, 24 h | Potency, µM (top dose mostly 38.3 µM), inactives show at the top dose activity change, negative = inhibition, most hits filed as inhibitors | actives 0.13% (n = 410,000);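 also: loss of luciferase light is scored as toxicity; potency is read from the fitted curve at half-maximal effect; % is scaled to controls: 0 for no effect and ±100 for the full control effect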
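Seeding density was 200 cells/uL; after overnight-length (12 h) culture, 23 nL compounds went on for 24 h at 37 °C. Readout used a luciferase detection reagent, luminescence taken after 12 min at room temperature.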
IL2 activator = qHTS of IL-2 Activators. IL-2 activation reporter assay, cell-based qHTS; stimulated with anti-CD3/CD4/CD28 beads; in transgenic mouse T cells. activation, % (series mostly up to about 46 µM). actives 0.065% (n = 360,000). AID 652025, 2013; in the data active = activation above about 50%; inconclusive = mostly about 30% to 49%; also: 0% is about no effect
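Unstimulated transgenic mouse T cells preincubated 60 min with compound, then stimulated with anti-CD3/anti-CD4-coated beads plus anti-CD28 for 18 h at 37 degrees C. IL-2 response read as EGFP and DsRed fluorescence by plate cytometry.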
PLK1 PBD inh = qHTS for Inhibitors of PLK1-PDB (polo-like kinase 1 - polo-box domain): Primary Screen; Serine/threonine-protein kinase PLK1 (Homo sapiens), P53350; Plk1 PBD binding of FITC phosphopeptide, fluorescence polarization; Potency, µM, without a hit: max response, negative = inhibition, most hits filed as inhibitors; actives 2.8% (n = 360,000); AID 720504, 2013; also: potency is read from the fitted curve at half-maximal effect; series mostly up to about 57 µM; % is scaled to controls: 0 for no effect and ±100 for the full control effect; nearly all actives have a fitted effect of over 65% in size
GLP-1R agonist = qHTS of GLP-1 Receptor Agonists. HEK293 GLP-1R CRE-luciferase, luminescence, 4-6 h; cells express a hypersensitive GLP-1R form. Potency, µM (top dose mostly 45.6 µM), inactives show at the highest dose activation, hits mostly activators. actives 0.007% (n = 380,000); also: potency is read from the fitted curve at half-maximal effect; % of control where 0% means no effect
Target sequence (P43220 whole entry, looked up): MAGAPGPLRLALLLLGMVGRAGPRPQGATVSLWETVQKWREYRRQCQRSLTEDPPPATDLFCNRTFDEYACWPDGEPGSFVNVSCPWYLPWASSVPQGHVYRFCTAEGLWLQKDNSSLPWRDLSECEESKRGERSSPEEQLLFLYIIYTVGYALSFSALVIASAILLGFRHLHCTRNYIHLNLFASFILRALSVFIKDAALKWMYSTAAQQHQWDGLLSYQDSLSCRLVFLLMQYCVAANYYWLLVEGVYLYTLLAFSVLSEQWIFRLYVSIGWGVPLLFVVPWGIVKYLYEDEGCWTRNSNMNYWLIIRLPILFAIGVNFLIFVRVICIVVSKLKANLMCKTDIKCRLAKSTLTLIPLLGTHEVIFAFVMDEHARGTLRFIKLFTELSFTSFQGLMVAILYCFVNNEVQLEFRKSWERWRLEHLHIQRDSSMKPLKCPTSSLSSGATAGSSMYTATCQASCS
GLP1R inv ag = qHTS of GLP-1 Receptor Inverse Agonists (Inhibition Mode). AID 624417, 2012. HEK293 GLP-1R CRE-luciferase, luminescence, 24 h; GLP-1R form is constitutively active. Glucagon-like peptide 1 receptor (Homo sapiens), P43220. actives 1.6% (n = 410,000). Potency, µM (series often up to 38.3 µM), for inactives: at the highest dose activity change, negative = inhibition, usual class: inhibitors; also: potency is read from the fitted curve at half-maximal effect; % is scaled to controls: 0 for no effect and ±100 for the full control effect; nearly all actives have a fitted effect of over 55% in size
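Constitutively active GLP-1R drives a cAMP-responsive luciferase in stably transfected HEK293 cells; test compounds are added after overnight (12 h) attachment and left 24 hr, and signal loss in luminescence marks inhibition.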
WRN helicase inh = qHTS for Inhibitors of WRN Helicase; WRN helicase unwinding, fluorescent forked duplex, kinetic; AID 651768, 2012; Potency, µM (top dose mostly 114 µM), for the others: at the highest dose activity change, negative = inhibition, usual class: inhibitors; actives 0.46% (n = 360,000); also: potency is read from the fitted curve at half-maximal effect; % is scaled to controls: 0 for no effect and ±100 for the full control effect; nearly all actives have a fitted effect of over 55% in size
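Kinetic red-fluorescence monitoring (525/598 nm) tracks WRN helicase activity after 100 nM fluorophore-quencher forked duplex and 2 mM ATP are added to 20 nM enzyme pretreated 15 min at room temperature with compound.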
DRD3 agonist = qHTS of D3 Dopamine Receptor Agonist: qHTS. D(3) dopamine receptor (Homo sapiens), P35462. D3R DiscoveRx beta-arrestin cells, luminescence, 90 min. max activation, %. actives 0.58% (n = 410,000). AID 652048, 2013; in the data active = max activation above about 30%; also: 0% is about no effect; mostly tested at two doses, the higher about 12 µM
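Agonist mode: compounds and dopamine controls were applied to plated cells for 90 min at 37 degrees C after an overnight attachment at 1500 cells/well. Luminescent read-out followed 30 - 60 minutes at room temperature with DiscoveRx detection reagent.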
* marks the source's active call; other numbers are inactive results; ? = inconclusive; nt = no result given; & = joins results of further samples; [ ] = another dose, or the depositor's remark. Unless noted, calls follow the shape of the dose curve; as a rule, active = well fitted curve in the direction sought with a large enough effect; inconclusive = small, poorly fitted or top-dose-only effect, or another doubt; inactive = no such curve, though single readings can be large; an effect the other way counts as inactive or inconclusive. Not a hit list; any-hit rate near 7.8%.

SMILES | PI5P4Ka inh | D3 antag | HEK293 tox | IL2 activator | PLK1 PBD inh | GLP-1R agonist | GLP1R inv ag | WRN helicase inh | DRD3 agonist
O=C(O)c1cnnc2ccccc12 | -21 | 2 | -5% | -0.1 | -8% | 7% | 18% | 8% | 2
O=C(c1cc(Cl)nc2ccccc12)N1CCN(S(=O)(=O)c2cccc(F)c2)CC1 | -5 | -17 | 4% | -2.9 | -7% | -2% | -22% | 3% | -10
Cc1cn2c(N)c(C=C3C=C(Cl)C(=O)C(Cl)=C3)c(=O)nc2s1 | -78* | 5 | 3%[7.66 µM] | 2.1 | 15% | 0% | 7%[7.66 µM] | -7% | 0
C/C(=N\OC(=O)NC1CCCCC1)c1sc(-c2ccccc2)nc1C | -10 | -20 | -12% | -1.8 | -5% | 13% | ? | -11% | -2
O=C(Cn1nc(-c2ccc(F)cc2)ccc1=O)Nc1ccc2c(c1)OCCO2 | 0 | 2 | 3% | -2.6 | -8% | 9% | 5% | -5% | -30
CCCc1cc(=O)[nH]c(SCc2ccc(Cl)cc2)n1 | nt | 18 | 0% | -0.1 | -4% | 4% | 0% | -11% | 5
COc1ccc(-c2csc(N(CCCN3CCOCC3)C(=O)CCl)n2)cc1 | -5 | 5 | -7% | -0.3 | -13% | 5% | 26% | 3% | -6
Cc1noc(C)c1S(=O)(=O)N1Cc2ccccc2CC1C(=O)N(C)C (centres undefined) | 3 | 8 | 4% | -0.7 | 3% | -3% | -17% | 0% | -1
O=C(NCCc1c[nH]c2ccccc12)C1Cc2ccccc2CN1C(=O)c1ccco1 (centres undefined) | ? | 3 | 6% | -1.4 | -1% | 0% | -18% | -12% | -2
COc1ccc(Br)cc1/C(C)=N/NC1=NCCN1 | 1 | -52* | -2% | -4.3 | -8% | -5% | 0% | -20% | -20
COc1ccccc1S(=O)(=O)N1CCN(S(=O)(=O)c2cccs2)CC1 | 1 | -17 | 0% | 1.3 | -4% | 5% | -15% | 2% | -10
O=C(O)c1ccc(NC(=S)NC2CCCCC2)cc1 | -8 | -21 | -10% | -0.6 | -3% | 2% | 14% | -11% | 7

Quoted from the listing.
Result of CCCc1cc(=O)[nH]c(SCc2ccc(Cl)cc2)n1 in WRN helicase inh: -11%
Result of COc1ccc(Br)cc1/C(C)=N/NC1=NCCN1 in HEK293 tox: -2%
Result of O=C(O)c1cnnc2ccccc12 in D3 antag: 2

New compounds follow:
SMILES | PI5P4Ka inh | D3 antag | HEK293 tox | IL2 activator | PLK1 PBD inh | GLP-1R agonist | GLP1R inv ag | WRN helicase inh | DRD3 agonist
CCC1CCCCN1Cc1ccc(OC)c(C)c1 (centres undefined) | nt | 16 | -18% | -1.3 | 0% | -2% | 0% | 1%[57.1 µM] | 2
Cc1sc2nc(C(C)C)nc(SCC(=O)NC3CC3)c2c1C | -6 | -3 | -1% | -0.5 | -12% | 12% | 2% | -8% | 0
CC(C(=O)NC(C)(C)C)N(C(=O)CS(=O)CC(=O)Nc1ccc(F)cc1)C1CCCC1 (centres undefined) | -2 | 11 | -3% | 2.8 | -3% | 1% | -10% | 0% | 37*
CC(C)CCOP(=O)(c1ccc(N(C)C)cc1)C(O)c1ccc(N(C)C)cc1 (centres undefined) | 9 | 5 | -3% | 0.2 | 2% | 3% | ? | 4% | 1
COc1ccccc1N1CCN(C(CNC(=O)c2ccc3c(c2)OCO3)c2cccnc2)CC1 (centres undefined) | 7 | -13 | 2% | 0.3 | 0% | 7% | -23% | 6% | -5
O=C(Nc1cccc(Cl)c1)Nc1cc(S(=O)(=O)N2CCCCC2)ccc1Cl | -3 | -11 | -30% | -0.5 | -15% | 2% | 2.8µM* | 0% | -7
COc1ccc(CNC(=O)CN2C(=O)CSc3ccc(S(=O)(=O)N4CCOCC4)cc32)c(OC)c1 | 0 | 2 | -1%&0% | -0.8 | -4% | 4% | 3%&-17% | 0% | -9&-14
CCOC(=O)COc1ccc([N+](=O)[O-])cc1-c1ccnc2cc(-c3ccc(C)cc3)nn12 | nt | nt | 5% | nt | nt | 1% | 7% | nt | -2
COc1ccc(C(=O)c2ccc(OC)cc2O)c(O)c1 | 1 | 1 | 41%[activator] | -0.7 | 2% | 6% | ? | -4% | 0
Cc1nc(/N=C\c2ccc(N(C)C)cc2)sc1C | -2 | -14 | 5% | 0.2 | 6% | -3% | -6% | 12% | -16
O=C1C=C(c2ccccc2)C[C@H](c2cccs2)[C@H]1n1cnc([N+](=O)[O-])c1 | -15 | 14 | -8% | -1.3 | -4% | -14% | -34% | -1% | -1
O=C(COc1cccc2ccccc12)NCc1cccnc1 | 6 | ? | -8% | -6.0 | -3% | 6% | 14% | 9% | -7

As a short view, some entries already given:
SMILES | PI5P4Ka inh | D3 antag | HEK293 tox | IL2 activator | PLK1 PBD inh | GLP-1R agonist | GLP1R inv ag | WRN helicase inh | DRD3 agonist
CC(C(=O)NC(C)(C)C)N(C(=O)CS(=O)CC(=O)Nc1ccc(F)cc1)C1CCCC1 (centres undefined) | -2 | 11 | -3% | 2.8 | -3% | 1% | -10% | 0% | 37*
CC(C)CCOP(=O)(c1ccc(N(C)C)cc1)C(O)c1ccc(N(C)C)cc1 (centres undefined) | 9 | 5 | -3% | 0.2 | 2% | 3% | ? | 4% | 1

Next entries follow:
SMILES | PI5P4Ka inh | D3 antag | HEK293 tox | IL2 activator | PLK1 PBD inh | GLP-1R agonist | GLP1R inv ag | WRN helicase inh | DRD3 agonist
CCN(CC)CCOC(=O)c1ccccc1Br | 0 | -9 | -6% | 0.0 | -9% | 15% | 13% | 5% | -21
N#Cc1ccsc1NC(=O)c1ccc2ncsc2c1 | ? | -23 | 1% | -0.8 | 2% | 6% | 5% | -26% | 0
CN(C(=O)COC(=O)c1cc(S(=O)(=O)N2CCCCC2)ccc1N1CCOCC1)C1CCS(=O)(=O)C1 (centres undefined) | 4 | 17 | -10% | 1.7 | -7% | 1% | 13% | -4% | 0
COc1ccccc1N1CCN(C(=O)CCS(=O)(=O)c2ccc3c(c2)oc(=O)n3C)CC1 | -6 | 9 | -7%&-5% | -0.5 | -20% | -4% | 1%&-4% | -22% | 6&2
COc1cc(-c2nccc3cc4c(cc23)OCO4)cc(OC)c1OC | 0 | 12 | ? | 0.2 | 5% | 33% | ? | 8% | -7
COC(=O)c1ccc(CN2CCc3ccccc32)cc1 | 0 | 12 | 18% | 0.4 | -8% | -5% | -29% | 3% | -4
COc1ccc(C(=O)c2ccc([N+](=O)[O-])cc2)c(OC)c1OC | 6 | -20 | -1% | 0.7 | -1% | -7% | 4% | -25% | -2
CCOc1ccccc1C(=O)Nc1nnc(Cc2ccc(OC)c(OC)c2)s1 | 0 | 7 | 2% | -0.3 | -14% | 2% | 75%[activator] | 2% | 2
Cc1ccc(S(=O)(=O)NNC(=O)c2cc3cc4ccccc4nc3s2)cc1 | 12 | -20 | -11% | 2.8 | -3% | -9% | 1% | -27% | -1
CCOC(=O)C1(C)Oc2ccc(S(=O)(=O)CC)cc2NC1=O (centres undefined) | -6 | 14 | -15% | 2.1 | 0% | 1% | 10% | -4% | 4
COc1ccc([N+](=O)[O-])cc1NC(=O)C1CCCNC1=O (centres undefined) | 2 | 5 | 10% | -2.8 | 6% | 1% | -4% | -5% | 5
Cc1ccc(NP(=O)(Nc2ccc(C)cc2)Nc2ccc(C)cc2)cc1 | -1 | -11 | -29% | -2.9 | 0% | 15% | ? | -6% | -15
CN(C)CCOc1ccc(C(C)(C)c2ccccc2)cc1 | -10 | 0 | 1%[7.66 µM] | 0.1 | 5% | -2% | -16%[7.66 µM] | -28% | 5
O=C(NCCN1CCCCC1)Nc1ccccc1Cl | 0 | -16 | 2% | 0.5 | -1% | 4% | 7% | -3% | -16
Cc1cc(C)c2cc(CNC3CCCC3)c(Cl)nc2c1 | 0 | 0 | -4% | -4.4 | -4% | 5% | ? | -5% | -11
O=S(=O)(NCC(c1ccco1)N1CCc2ccccc2C1)c1ccc(Br)cc1 (centres undefined) | 15 | 5 | -2% | 0.6 | 4% | 12% | ? | -8% | -10
Cc1nc2cc(NC(=O)N3CC4(C)CC3CC(C)(C)C4)ccc2n1C (centres undefined) | nt | 13 | 8% | -1.7 | -25% | 3% | -15% | -7% | -3
CC(C)c1ccccc1OCC(=O)NC1CCCc2ccccc21 (centres undefined) | 19 | -4 | 0%[1.53 µM] | -0.3 | 3% | 9% | ? | -20%[57.1 µM] | -5
CCOc1ccccc1NC(=S)NC(=O)c1ccco1 | -1 | 0 | ? | -3.9 | -12% | 15% | -24% | 6% | -2
COCCNC(=O)CN(C(=O)Cn1nnc2ccccc21)c1cccc(C)c1C | -5 | 9 | 0% | -1.1 | -2% | 5% | 4% | -1% | 1
CCn1c(=O)c(C(C)=O)c(O)c2ccccc21 | -8 | 9 | 2% | 2.7 | -4% | 7% | -9% | 1% | -3
COc1ccc(CCNC(=O)CCCOc2ccc(C)cc2)cc1OC | -11 | -2 | 18% | -0.2 | 24µM* | 6% | -9% | -19% | -2
Cc1csc(NC(=O)CSCc2c(C)noc2C)n1 | 11 | 0 | 1% | -1.4 | -7% | 8% | 14% | 3% | -5
CC(=O)Nc1ccc(S(=O)(=O)NCC(=O)N2CCN(S(=O)(=O)c3cccs3)CC2)cc1 | 2 | -3 | -12% | -0.8 | 15µM* | -3% | 0% | 1% | 8
COc1ccccc1C1C(C(=O)Nc2ccccc2)=C(C)Nc2nc(-c3ccccc3)nn21 (centres undefined) | nt | nt | -9% | nt | nt | -3% | -55% | nt | -12
CC(=O)N1CCN(S(=O)(=O)c2cccc(C(=O)NCc3ccc(F)cc3)c2)CC1 | 1 | 1 | 0% | 0.3 | -11% | 12% | -12% | 5% | 4

Screening data: PubChem BioAssay, National Center for Advancing Translational Sciences (NCATS)
